Screening results deposited in PubChem BioAssay by Sanford-Burnham Center for Chemical Genomics.
Jurkat NFkB inh: inhibitors of the PMA/ionomycin-induced NF-kB reporter in Jurkat cells | AID 435003 | actives 0.53% (n = 330,000) | PMA/ionomycin-induced NF-kB luciferase reporter, luminescence | inhibition, % at 4 µM; in the data active = inhibition above about 50%
tim23-1 inh: tim23-1 yeast growth inhibition | actives 1.3% (n = 330,000) | inhibition, % at 20 µM | S. cerevisiae tim23-1 growth, BacTiter-Glo luminescence, 24 h;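 active = growth inhibition of the mutant yeast at or above 50%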;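 also: temperature-sensitive mutant grown at 25 °C; plate controls were DMSO-treated mutant yeast for no effect and medium wells lacking yeast for full effect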
Mdm2-MdmX inh: disrupts the human Mdm2-MdmX interaction; inhibition, % at 8 µM; AID 485346; O15151+Q00987; SaOS-2 split-luciferase Mdm2/MdmX complementation, luminescence; actives 3% (n = 330,000);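 active = inhibition of at least 50% at 8 µM in the primary screen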
Target sequence (O15151 whole entry, looked up): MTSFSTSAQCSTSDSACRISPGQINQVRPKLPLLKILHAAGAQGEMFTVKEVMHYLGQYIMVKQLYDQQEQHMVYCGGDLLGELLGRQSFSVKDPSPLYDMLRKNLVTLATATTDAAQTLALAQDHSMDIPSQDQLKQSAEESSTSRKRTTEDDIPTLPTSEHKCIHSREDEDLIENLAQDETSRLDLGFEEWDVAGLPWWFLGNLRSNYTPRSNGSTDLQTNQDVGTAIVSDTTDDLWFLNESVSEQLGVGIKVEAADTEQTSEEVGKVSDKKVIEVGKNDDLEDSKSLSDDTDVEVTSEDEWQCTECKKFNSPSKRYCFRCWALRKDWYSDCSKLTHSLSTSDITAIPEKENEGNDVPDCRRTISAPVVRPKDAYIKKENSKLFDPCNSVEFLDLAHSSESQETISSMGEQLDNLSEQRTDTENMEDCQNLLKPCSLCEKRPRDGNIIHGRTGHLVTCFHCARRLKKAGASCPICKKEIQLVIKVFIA
Target sequence (Q00987 whole entry, looked up): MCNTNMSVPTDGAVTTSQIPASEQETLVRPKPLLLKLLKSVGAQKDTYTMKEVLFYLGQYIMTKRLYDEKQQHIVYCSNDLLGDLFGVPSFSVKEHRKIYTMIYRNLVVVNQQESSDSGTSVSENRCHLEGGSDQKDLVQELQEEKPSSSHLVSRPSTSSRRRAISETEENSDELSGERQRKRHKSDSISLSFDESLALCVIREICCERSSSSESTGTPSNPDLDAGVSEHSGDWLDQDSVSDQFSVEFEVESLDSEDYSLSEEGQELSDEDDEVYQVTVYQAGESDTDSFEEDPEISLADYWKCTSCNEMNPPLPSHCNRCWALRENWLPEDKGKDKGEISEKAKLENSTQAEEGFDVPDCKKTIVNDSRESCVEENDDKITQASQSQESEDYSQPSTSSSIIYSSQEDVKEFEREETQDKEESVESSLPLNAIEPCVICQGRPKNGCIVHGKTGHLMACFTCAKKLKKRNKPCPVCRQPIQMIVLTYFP
TIM10 inh: TIM10 yeast growth inhibition | S. cerevisiae TIM10 strain growth, BacTiter-Glo luminescence, 24 h | inhibition, % at 10 µM | actives 1.4% (n = 330,000);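 active = inhibition of 40% or more at the single tested concentration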;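 also: wild-type TIM10 isogenic control strain grown at permissive 25 °C; 0% = DMSO yeast wells and 100% = minimal medium wells without yeast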
697 NFkB inh: lowers PMA/ionomycin-induced NF-kB signal in 697 B cells | 697 B-cell NF-kB luciferase reporter, 16 h | inhibition, % at 4 µM | actives 0.33% (n = 330,000); in the data active = inhibition above about 35%
CHOP UPR activ: activators of apoptotic arm of unfolded protein response (CHOP) | activation, % at 10 µM | actives 0.34% (n = 330,000) | CHO-CHOP luciferase reporter, UPR activation, luminescence; percent of tunicamycin response over DMSO baseline | AID 449763;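 active = at 10 µM dose, activation of 40% or more, normalized to positive control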;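 also: 100% = tunicamycin at 10 µg/mL and 0% = DMSO alone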
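Test system: CHO-CHOP cells, stable luciferase reporter of PERK-eIF2a-CHOP signalling | Quantity: 500 CHO-CHOP cells per well | Buffer or medium: F12 plus 10% serum | Compound dosing: 10 µM single point, 0.5% DMSO | Schedule: 6 h compound treatment, 37 °C | Signal: Luciferase luminescence | Control set: Tunicamycin high control, DMSO low control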
tim10-1 inh: inhibits growth of tim10-1 mutant yeast | S. cerevisiae tim10-1 ts strain growth, BacTiter-Glo, 24 h | AID 463190 | actives 2.2% (n = 330,000) | inhibition, % at 20 µM;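 active = inhibition of at least 40%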;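 also: mutant grown at 25 °C; 0% = DMSO wells with yeast and 100% = wells holding no yeast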
UPR XBP1 act: activators of adaptive arm of unfolded protein response (XBP1) | CHO-XBP1 luciferase reporter, IRE1-XBP1 UPR activation, luminescence; percent of tunicamycin response, DMSO as zero | activation, % at 20 µM | actives 0.33% (n = 330,000) | AID 463104;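 active = versus positive control, 20 µM dose yields 30% or more activation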;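 also: 100% = tunicamycin at 10 µg/mL and 0% = DMSO only wells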
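Assay system: IRE1-XBP1 luciferase reporter CHO line. Input: 1000 cells/well. Buffer or medium: F12 with 10% serum. Doses: 20 µM, 1% DMSO. Times: overnight seeding at 37 °C, 6 h compound treatment at 37 °C. Technique: Steady-Glo luciferase glow luminescence, 10 min after reagent addition.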
An asterisk follows results filed as active.

O=C(c1ccc(N2CN(C(=O)c3ccco3)c3nc4ccccc4nc32)cc1)N1CCOCC1 was read as Jurkat NFkB inh -9.4, tim23-1 inh 28.8, Mdm2-MdmX inh 37.7, TIM10 inh 19.4, 697 NFkB inh 30.3, CHOP UPR activ -0.9, tim10-1 inh 24.7 and UPR XBP1 act -2.0.
Screening O=C(NCc1ccc2c(c1)OCO2)c1ccccc1Cl returned Jurkat NFkB inh -12.9, tim23-1 inh 17.9, Mdm2-MdmX inh -18.9, TIM10 inh 32.1, 697 NFkB inh -30.8, CHOP UPR activ 3.7, tim10-1 inh 0.9 and UPR XBP1 act 0.9.
Screening CC1=NCCN1CCNC(=O)Nc1cc(C)cc(C)c1 returned Jurkat NFkB inh 9.4, tim23-1 inh 3.4, Mdm2-MdmX inh 4.1, TIM10 inh 3.4, 697 NFkB inh 30.6, CHOP UPR activ 0.2, tim10-1 inh -0.8 and UPR XBP1 act -0.6.
`CC(C)OC(=O)CC12CN3CC(CC(=O)OC(C)C)(CN(C1)C(=O)c1ccccc1C3=O)C2=O` gave Jurkat NFkB inh -9.4, tim23-1 inh 13.3, Mdm2-MdmX inh 11.9, TIM10 inh -3.0, 697 NFkB inh 7.2, CHOP UPR activ -1.6, tim10-1 inh 17.2 and UPR XBP1 act -2.2.
Screening CCc1nc2ccccc2c(=O)n1/N=C/c1ccc(Cl)cc1 returned Jurkat NFkB inh -12.8, tim23-1 inh 16.2, Mdm2-MdmX inh -9.9, TIM10 inh 15.2, 697 NFkB inh -16.5, CHOP UPR activ 0.5, tim10-1 inh 14.1 and UPR XBP1 act 0.6.
`CCOC(=O)N1N=C(CC)CC1(O)C(F)(F)F` (centres undefined) gave Jurkat NFkB inh 1.3, tim23-1 inh 8.0, Mdm2-MdmX inh 3.9, TIM10 inh 4.0, 697 NFkB inh 15.1, CHOP UPR activ -1.2, tim10-1 inh 10.9 and UPR XBP1 act -0.1.
O=C(CSc1nc(C2CC2)nc2ccccc12)N1c2ccccc2Sc2ccccc21 was read as Jurkat NFkB inh -11.1, tim23-1 inh 22.3, Mdm2-MdmX inh 5.7, TIM10 inh 24.7, 697 NFkB inh -7.8, CHOP UPR activ -2.9, tim10-1 inh 13.7 and UPR XBP1 act 0.8.
For CC1CCN(c2ccc(NC(=O)Cc3ccccc3)cc2)CC1 the results were Jurkat NFkB inh -17.0, tim23-1 inh -1.1, Mdm2-MdmX inh -5.1, TIM10 inh -7.9, 697 NFkB inh -3.4, CHOP UPR activ 3.8, tim10-1 inh 2.3 and UPR XBP1 act -0.3.
Screening COc1cccc(CNc2nc3ccccc3n2CCN2CCCCC2)c1 returned Jurkat NFkB inh 4.8, tim23-1 inh -1.8, Mdm2-MdmX inh 12.0, TIM10 inh -8.3, 697 NFkB inh -7.4, CHOP UPR activ -0.2, tim10-1 inh 17.1 and UPR XBP1 act -2.5.
For COc1ccc(NC(=O)COC(=O)C2CC3C=CC2C3)cc1 (centres undefined) the results were Jurkat NFkB inh 10.8, tim23-1 inh -4.9, Mdm2-MdmX inh 5.9, TIM10 inh -8.4, 697 NFkB inh 9.3, CHOP UPR activ 7.0, tim10-1 inh -5.6 and UPR XBP1 act 2.0.
For O=[N+]([O-])c1cc(S(=O)(=O)N2CCCCCC2)ccc1Cl the results were Jurkat NFkB inh 0.4, tim23-1 inh 31.8, Mdm2-MdmX inh 35.7, TIM10 inh 7.1, 697 NFkB inh -3.3, CHOP UPR activ -1.2, tim10-1 inh 33.8 and UPR XBP1 act -1.5.
CN(C)S(=O)(=O)c1ccc(Cl)c(C(=O)NCc2ccco2)c1 was read as Jurkat NFkB inh 9.3, tim23-1 inh 4.6, Mdm2-MdmX inh -25.3, TIM10 inh -10.5, 697 NFkB inh 12.7, CHOP UPR activ 1.3, tim10-1 inh 7.9 and UPR XBP1 act 1.9.

The list goes on; the last 4 above are carried over.
Screening COc1cccc(CNc2nc3ccccc3n2CCN2CCCCC2)c1 returned Jurkat NFkB inh 4.8, tim23-1 inh -1.8, Mdm2-MdmX inh 12.0, TIM10 inh -8.3, 697 NFkB inh -7.4, CHOP UPR activ -0.2, tim10-1 inh 17.1 and UPR XBP1 act -2.5.
For COc1ccc(NC(=O)COC(=O)C2CC3C=CC2C3)cc1 (centres undefined) the results were Jurkat NFkB inh 10.8, tim23-1 inh -4.9, Mdm2-MdmX inh 5.9, TIM10 inh -8.4, 697 NFkB inh 9.3, CHOP UPR activ 7.0, tim10-1 inh -5.6 and UPR XBP1 act 2.0.
For O=[N+]([O-])c1cc(S(=O)(=O)N2CCCCCC2)ccc1Cl the results were Jurkat NFkB inh 0.4, tim23-1 inh 31.8, Mdm2-MdmX inh 35.7, TIM10 inh 7.1, 697 NFkB inh -3.3, CHOP UPR activ -1.2, tim10-1 inh 33.8 and UPR XBP1 act -1.5.
CN(C)S(=O)(=O)c1ccc(Cl)c(C(=O)NCc2ccco2)c1 was read as Jurkat NFkB inh 9.3, tim23-1 inh 4.6, Mdm2-MdmX inh -25.3, TIM10 inh -10.5, 697 NFkB inh 12.7, CHOP UPR activ 1.3, tim10-1 inh 7.9 and UPR XBP1 act 1.9.
For CC(=O)Nc1ccc(S(=O)(=O)NCC(=O)OCc2ccccc2)cc1 the results were Jurkat NFkB inh 2.0, tim23-1 inh 2.3, Mdm2-MdmX inh 22.5, TIM10 inh -4.8, 697 NFkB inh -5.7, CHOP UPR activ -1.8, tim10-1 inh -5.4 and UPR XBP1 act -0.7.
For COc1ccc2nc(NC(=S)N(C)C)sc2c1 the results were Jurkat NFkB inh -169.6, tim23-1 inh 37.9, Mdm2-MdmX inh -176.3, TIM10 inh 27.7, 697 NFkB inh -319.3, CHOP UPR activ 14.1, tim10-1 inh 19.5 and UPR XBP1 act 4.2.
`COc1cc(NS(=O)(=O)c2ccc(NC(=S)NC(=O)c3ccc(F)cc3)cc2)nc(OC)n1` gave Jurkat NFkB inh -6.5, tim23-1 inh 7.1, Mdm2-MdmX inh 10.8, TIM10 inh -5.8, 697 NFkB inh -4.7, CHOP UPR activ 0.3, tim10-1 inh 0.6 and UPR XBP1 act -5.3.
For O=C(CN(Cc1ccccc1F)S(=O)(=O)c1ccc(Cl)cc1)NCC1CCCO1 (centres undefined) the results were Jurkat NFkB inh 0.7, tim23-1 inh 16.4, Mdm2-MdmX inh 16.1, TIM10 inh 4.5, 697 NFkB inh 7.2, CHOP UPR activ 0.3, tim10-1 inh 12.6 and UPR XBP1 act -0.2.
For Cc1ccc(N2C(=O)c3ccccc3NC2C(C)Cc2ccc3c(c2)OCO3)cc1 (centres undefined) the results were Jurkat NFkB inh -14.0, tim23-1 inh 20.5, Mdm2-MdmX inh -2.0, TIM10 inh 29.8, 697 NFkB inh 5.9, CHOP UPR activ 1.3, tim10-1 inh 27.0 and UPR XBP1 act 3.7.
CC1=C(C(=O)Nc2ccccc2)C(c2ccc(C)o2)n2c(s/c(=C/c3ccccc3)c2=O)=N1 (centres undefined) was read as Jurkat NFkB inh 1.9, tim23-1 inh 15.1, Mdm2-MdmX inh 26.1, TIM10 inh 9.3, 697 NFkB inh 4.3, CHOP UPR activ -0.4, tim10-1 inh 15.8 and UPR XBP1 act 0.3.
CSc1cccc(NC(=O)CNC(=O)C2CCCCC2)c1 was read as Jurkat NFkB inh -4.1, tim23-1 inh 19.0, Mdm2-MdmX inh 6.2, TIM10 inh -0.2, 697 NFkB inh 21.8, CHOP UPR activ 1.4, tim10-1 inh 9.2 and UPR XBP1 act -1.8.
Cc1ccc(CNC(=O)CN2CCN(Cc3ccc(Cl)cc3)C2=O)cc1 was read as Jurkat NFkB inh -19.3, tim23-1 inh 23.2, Mdm2-MdmX inh 14.3, TIM10 inh 11.2, 697 NFkB inh -13.9, CHOP UPR activ 0.3, tim10-1 inh 16.1 and UPR XBP1 act -1.9.
O=C(NCCN1C(=O)C2C3C=CC(C3)C2C1=O)NCc1ccccc1 (centres undefined) was read as Jurkat NFkB inh -3.5, tim23-1 inh -7.8, Mdm2-MdmX inh 25.5, TIM10 inh -0.2, 697 NFkB inh -4.3, CHOP UPR activ -1.1, tim10-1 inh -15.7 and UPR XBP1 act -1.3.
`N/C(Cc1ccc([N+](=O)[O-])cc1)=N\OC(=O)Cc1ccccc1` gave Jurkat NFkB inh -0.8, tim23-1 inh 15.4, Mdm2-MdmX inh 6.4, TIM10 inh 14.3, 697 NFkB inh 0.6, CHOP UPR activ -3.6, tim10-1 inh 50.5* and UPR XBP1 act -1.2.
For Cc1ccc(-n2ncc3c(=O)n(CC(=O)Nc4cccc(Cl)c4)cnc32)cc1C the results were Jurkat NFkB inh 1.8, tim23-1 inh -6.2, Mdm2-MdmX inh -2.1, TIM10 inh -7.4, 697 NFkB inh 3.5, CHOP UPR activ -2.8, tim10-1 inh -3.4 and UPR XBP1 act -2.5.
For CCOc1ccc(-c2nc(C#N)c(N3CCOCC3)o2)cc1 the results were Jurkat NFkB inh -8.1, tim23-1 inh 15.3, Mdm2-MdmX inh 17.2, TIM10 inh 0.8, 697 NFkB inh 9.8, CHOP UPR activ 2.9, tim10-1 inh 8.6 and UPR XBP1 act 1.6.
Cc1sc2ncn(CC(=O)Nc3ccccc3F)c(=O)c2c1-c1ccccc1 was read as Jurkat NFkB inh 3.9, tim23-1 inh 21.6, Mdm2-MdmX inh 19.6, TIM10 inh 11.6, 697 NFkB inh 5.6, CHOP UPR activ 0.4, tim10-1 inh 16.8 and UPR XBP1 act 0.6.
COc1ccc(NC(=S)NCCCCCC(=O)C[N+](=O)[O-])cc1 was read as Jurkat NFkB inh -3.7, tim23-1 inh -3.5, Mdm2-MdmX inh 18.3, TIM10 inh -9.5, 697 NFkB inh 10.4, CHOP UPR activ -1.0, tim10-1 inh -12.5 and UPR XBP1 act -2.0.
For O=C(Nc1cccnc1)C(Cc1ccccc1)n1cccc1 (centres undefined) the results were Jurkat NFkB inh -0.4, tim23-1 inh 3.7, Mdm2-MdmX inh 5.8, TIM10 inh 3.9, 697 NFkB inh 1.9, CHOP UPR activ 1.0, tim10-1 inh 16.0 and UPR XBP1 act -0.8.
COc1ccc(CNC(=O)CNC(=O)[C@@H]2Cc3ccccc3CN2)cc1 was read as Jurkat NFkB inh -1.3, tim23-1 inh 5.5, Mdm2-MdmX inh 4.3, TIM10 inh 9.3, 697 NFkB inh -4.6, CHOP UPR activ 2.5, tim10-1 inh -7.9 and UPR XBP1 act -2.6.
`Cc1ccc(-c2csc(Nc3ccccc3)[n+]2CCc2ccccc2)cc1` gave Jurkat NFkB inh -14.1, tim23-1 inh 17.7, Mdm2-MdmX inh -10.7, TIM10 inh -24.2, 697 NFkB inh -65.9, CHOP UPR activ -0.4, tim10-1 inh 6.2 and UPR XBP1 act -2.1.
Screening NC(=O)[C@@H]1CCCN1Cc1nc(Cc2ccccc2F)no1 returned Jurkat NFkB inh -11.5, tim23-1 inh -2.0, Mdm2-MdmX inh 0.0, TIM10 inh -6.7, 697 NFkB inh -5.9, CHOP UPR activ 4.2, tim10-1 inh -9.1 and UPR XBP1 act -1.9.
O=C(NCC(=O)N(Cc1ccco1)C(C(=O)NC1CCCCC1)c1cccnc1)c1ccco1 (centres undefined) was read as Jurkat NFkB inh 0.0, tim23-1 inh 3.4, Mdm2-MdmX inh -23.1, TIM10 inh -7.0, 697 NFkB inh 2.8, CHOP UPR activ -0.6, tim10-1 inh 1.3 and UPR XBP1 act -2.0.
For CCOC(=O)C1(Cc2ccccc2)CCN(CC2CC=CCC2)CC1 (centres undefined) the results were Jurkat NFkB inh -1.4, tim23-1 inh 4.1, Mdm2-MdmX inh -9.2, TIM10 inh -16.2, 697 NFkB inh -10.0, CHOP UPR activ 0.1, tim10-1 inh -20.8 and UPR XBP1 act -2.6.
